Screening data deposited in PubChem BioAssay by National Center for Advancing Translational Sciences (NCATS).
15-hLO-2 inh – inhibitors of human 15-lipoxygenase 2 (ALOX15B); O15296; purified 15hLO-2, xylenol orange hydroperoxide absorbance; Potency, µM (titrated, usually from 57.1 µM), for inactives: at the top dose activity change, negative = inhibition, hits mostly inhibitors; actives 0.56% (n = 110,000); also: potency is read from the fitted curve at half-maximal effect; nearly all actives have a fitted effect of over 60% in size; many of its hits are not listed in these tables
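Purified human 15hLO-2 (50 nM final) preincubated with compounds 15 min at room temperature in 25 mM Hepes pH 7.5, 0.01% Triton X-100, then 45 uM arachidonic acid added for 90 min; hydroperoxide detected via ferrous/xylenol orange, 573/405 nm absorbance ratio.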
IMPase inh – membrane-permeable compound that blocks inositol monophosphatase. inhibition (IP1 accumulation), % at 46.1 µM. CHO-M1 cells, IP1 accumulation, HTRF TR-FRET ratio. AID 901. 120,000 tested, under 10 active; active = well fitted curve in the direction sought with a large enough effect in the signal ratio, not every such curve was filed as active; inconclusive = small, poorly fitted or top-dose-only effect, or a change in a side signal; inactive = no such curve, though single readings can be large or run the other way; the % refers to the signal ratio;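 also: cells stimulated with carbachol in lithium chloride buffer; plate controls were DMSO basal wells for no effect and reference inhibitor wells for full effect; higher means more IMPase inhibition seen as more IP1 and lower FRET ratio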
Target sequence (P97697 whole entry, looked up): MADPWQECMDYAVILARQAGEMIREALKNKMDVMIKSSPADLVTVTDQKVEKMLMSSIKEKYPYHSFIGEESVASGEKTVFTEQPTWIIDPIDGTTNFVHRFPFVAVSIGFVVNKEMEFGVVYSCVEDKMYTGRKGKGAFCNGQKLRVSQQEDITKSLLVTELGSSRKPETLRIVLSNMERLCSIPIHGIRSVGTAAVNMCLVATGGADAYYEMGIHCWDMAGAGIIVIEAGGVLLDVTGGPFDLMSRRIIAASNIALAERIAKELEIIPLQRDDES
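The IP-One HTRF competitive assay in carbachol-stimulated CHO-M1 cells quantifies cellular IP1. Compounds spanned up to 46 uM final, and activity is expressed as AC50 from concentration-response fits of the ratio and donor data.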
PNC inhibitor – blocks assembly of the perinucleolar compartment; PC3M PTB-GFP, PNC prevalence imaging, 16 h; stronger effect = lower value; activity change (PNC), negative = inhibition, % at 10 µM; actives 3.1% (n = 140,000);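 active = readout at or below -70, meaning at least 70% loss of cells showing the perinucleolar compartment, a nuclear body marking cancer cells; inconclusive = readout between -30 and a set limit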;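 also: plate controls were DMSO wells for no effect and camptothecin positive control wells for full effect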
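Read-out is percentage of cells bearing a perinucleolar compartment, from automated 20x imaging of fixed, Hoechst-stained PC3M PTB-GFP cells. Cells were seeded 4 h, then exposed 16 h to compound (23 nl of library stock) in duplicate plates.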
ALOX12 inhib – blocks human 12-lipoxygenase activity; AID 1452; actives 0.12% (n = 150,000); Potency, µM (top dose mostly 57.1 µM), without a hit: at the highest dose activity change, negative = inhibition, usual class: inhibitors; purified 12-hLO, xylenol orange hydroperoxide absorbance; P18054; also: potency is read from the fitted curve at half-maximal effect; nearly all actives have a fitted effect of over 55% in size; many of its hits are not listed in these tables
Target sequence (P18054 whole entry, looked up): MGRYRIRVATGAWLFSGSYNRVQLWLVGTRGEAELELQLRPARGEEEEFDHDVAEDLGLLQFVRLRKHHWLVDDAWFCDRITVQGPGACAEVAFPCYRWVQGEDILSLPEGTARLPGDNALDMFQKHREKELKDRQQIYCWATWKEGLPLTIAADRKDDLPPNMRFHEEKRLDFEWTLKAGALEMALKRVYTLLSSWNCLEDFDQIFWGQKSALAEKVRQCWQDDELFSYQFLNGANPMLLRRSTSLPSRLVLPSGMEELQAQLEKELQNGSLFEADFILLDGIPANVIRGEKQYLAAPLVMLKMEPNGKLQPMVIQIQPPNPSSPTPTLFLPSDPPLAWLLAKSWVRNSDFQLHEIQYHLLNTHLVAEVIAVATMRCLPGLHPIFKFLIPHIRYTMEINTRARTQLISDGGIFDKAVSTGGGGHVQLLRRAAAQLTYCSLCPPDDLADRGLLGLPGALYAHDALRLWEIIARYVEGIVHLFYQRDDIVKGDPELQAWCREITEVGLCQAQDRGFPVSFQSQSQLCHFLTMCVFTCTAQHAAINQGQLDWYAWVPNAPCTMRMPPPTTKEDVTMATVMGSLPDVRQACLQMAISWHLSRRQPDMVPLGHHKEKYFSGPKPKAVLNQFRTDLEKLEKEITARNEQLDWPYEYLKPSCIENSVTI
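Lipoxygenase turnover measured by absorbance at 573 and 405 nm after Fe-XO development. Human 12hLO 150 nM, arachidonate 40 uM, pH 7.0 Hepes buffer with detergent; 15 min compound preincubation, 30 min reaction.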
Starred values were filed as active, the others as inactive; u = inconclusive; x = no result given; & = joins results of further samples; [ ] = dose if it differs, or a comment. Unless noted, calls follow the shape of the dose curve; as a rule, active = well fitted curve in the direction sought with a large enough effect; inconclusive = small, poorly fitted or top-dose-only effect, or another doubt; inactive = no such curve, though single readings can be large; an effect the other way counts as inactive or inconclusive. Unless noted, % is scaled to controls: 0 for no effect and ±100 for the full control effect. An excerpt. The share of hits here may be higher or lower than overall.

SMILES	15-hLO-2 inh	IMPase inh	PNC inhibitor	ALOX12 inhib
Cc1[nH]c2ccccc2c(=O)c1CN1CCCCC1	3%	-5	21	4%
O=C(c1ccc(Cn2c(=O)[nH]c3ccccc3c2=O)cc1)N1CCN(c2ccccn2)CC1	x	5	55	-2%
CS(=O)(=O)N(CC(=O)N1CCN(Cc2ccccc2)CC1)c1ccc2c(c1)OCCO2	-6%	-6	-13	1%
CCCc1nc(NCC2CCCO2)c2nnn(Cc3ccccc3)c2n1 (stereo not drawn)	x	-10	357	4%
C=C(CCC(=O)c1ccccc1)C(=O)c1ccccc1	x	-2	108	-2%
O=C(Nc1cnn(Cc2ccc(F)cc2)c1)c1cnccn1	-5%	2	-129*	0%
COc1ccc(NC(=O)N(C2CCCCC2)C(C)c2cccnc2)c(OC)c1 (stereo not drawn)	2%	10	-85*	0%
NC(=O)CCNC(=O)c1ccc(Cl)cc1	-3%	5	u	5%
Cc1ccc(Oc2nc(CN3CCOCC3)nc3sc4c(c23)CCC(C)C4)cc1C (stereo not drawn)	x	x	135	1%
COCCN(C(=S)Nc1c(C)cc(C)cc1C)C(C)c1cccnc1 (stereo not drawn)	x	x	-12	-6%
Cc1ccc(S(=O)(=O)N2CCN(S(=O)(=O)c3ccc4c(c3)OCCO4)CC2)cc1	-2%	2	15	-3%
CC(C)N(CC#CCC(O)(c1ccccc1)c1ccccc1)C(C)C	x	x	-20	1%
CCNc1nc(NCC)n2c(SC(C(=O)Nc3cc(C)ccc3OC)c3ccccc3)nnc2n1 (stereo not drawn)	x	x	24	-4%
CC1(C)Cc2c(c(-c3ccco3)nc3sc4c(NCC5CCCO5)ncnc4c23)CO1 (stereo not drawn)	x	8	-14	0%
O=C(NC1CCCCC1)c1ccc(S(=O)(=O)N2CCCC2)cc1	x	-1	-24	-4%
Cn1ccs/c1=N\S(=O)(=O)c1ccc(C(C)(C)C)cc1	-4%	-1	23	7%
Cc1ccc(-c2[nH]ncc2/C=N/n2c(COc3ccccc3C)nc3ccccc3c2=O)cc1	x	x	-28	-2%
Cn1c(=O)c2c(ncn2CC(=O)Nc2ccccc2Sc2ccccc2)n(C)c1=O	-3%	u	u	1%
COCCNC(=O)COc1ccc(Oc2ccccc2)cc1	3%	0	15	3%
COc1cccc2c1OCC/C2=N\NC(=O)COc1ccc(C)cc1	x	x	u	4%
CCN1CCCC(NC(=O)c2cc([N+](=O)[O-])ccc2OC)C1 (stereo not drawn)	x	x	-21	2%
Cc1cccc2[nH]c3c(=O)n(CCN4CCNCC4)cnc3c12	19%	-3	u	-3%
O=C(CSc1ccc2ccccc2c1)Nc1ccc(S(=O)(=O)Nc2nccs2)cc1	x	x	u	2%
CC(=O)c1c(C)oc2ccc(N(C(C)=O)S(=O)(=O)c3ccc(Cl)c([N+](=O)[O-])c3)cc12	-10%	27	u	-9%
Cc1ccc(C(c2nnnn2CCc2ccccc2)N2CCC(C)CC2)cc1 (stereo not drawn)	x	31[activator]	-1	-15%
OCc1ccccc1CNCc1ccccc1	3%	-4	21	4%
COc1ccc(C(C)=O)cc1COC(=O)Cc1n[nH]c(=O)c2ccccc12	4%	-3	-9	0%
Cc1[nH]nc(SCC(=O)NC(C)c2ccccc2)c1[N+](=O)[O-] (stereo not drawn)	x	x	-7	0%
O=C(OCC(=O)N1CCN(c2ccccc2)CC1)c1ccc2ncsc2c1	-5%	7	u	-5%
CCC(C)NS(=O)(=O)c1ccc(NC(=O)c2ccc([N+](=O)[O-])cc2Cl)cc1 (stereo not drawn)	x	-10	u	3%
CC1CN(C2CCN(C(=O)COc3ccc(Cl)cc3)CC2)CC(C)O1 (stereo not drawn)	-6%	4	22	-15%
O=C(N[C@@H](Cc1ccccc1)c1nc2ccccc2[nH]1)c1cc([N+](=O)[O-])ccc1Cl	x	x	29	-3%
COc1ccc(C(=O)NNC(=O)CCC(=O)Nc2cc(C)on2)cc1	x	x	5	-2%
Cc1ccc(C)c(-n2nnnc2Sc2nc([N+](=O)[O-])nn2C)c1	x	x	u	-2%
COc1cccc(CC(=O)Nc2ccccc2C(=O)N2CCOCC2)c1	x	x	17	-1%
COC(=O)[C@@]1(Cc2ccccc2)[C@H]2c3cc(C(=O)N4CCCC4)n(Cc4ccccn4)c3C[C@H]2CN1C(=O)c1ccccc1	-4%	x	x	-3%
Cc1c(C)n(C(=O)CSc2nc3ccccc3[nH]2)c2ccccc12	44%[activator]	-6	-3	-6%
CCOc1cc(C(=O)NC(C)COC)cc(OCC)c1OCC (stereo not drawn)	-1%	-6	23	-3%
CCOC(=O)C1=C(C)NC(=O)NC1c1ccc(N(C)C)cc1 (stereo not drawn)	1%	-1	31	-2%
COC(=O)N1CCC2(CCN(Cc3nccs3)CC2)CC1	3%	x	x	0%
CC1(C)S[C@H]2C(NC(=O)[C@@H](N)c3ccc(O)cc3)C(=O)N2[C@@H]1C(=O)O (stereo partly drawn)	-8%	x	x	-1%
COc1cccc(NC(=O)CC2(CC(=O)O)CCCC2)c1	3%	10	12	0%
O=C(NCc1ccco1)C(c1cccs1)N(C(=O)C1COc2ccccc2O1)c1cccc(O)c1 (stereo not drawn)	-21%	6	-116*	-8%
C[C@@H](C(=O)O)c1ccc(N2Cc3ccccc3C2=O)cc1	9%[25.6 µM]	-1[20.6 µM]	x	-3%[25.6 µM]
Cc1ccc(Sc2nc(-c3ccccc3)ccc2C#N)cc1	13%	7	28	3%
CCCn1c(-c2ccc(F)cc2)nc2c(NCCCN(CC)CC)nc(C)nc21	37%[activator]	x	x	6%
COc1cccc(C2SCC(=O)N2c2cccc(C)c2)c1OC (stereo not drawn)	x	x	-18	-1%
C[C@H](NC(=O)OC(C)(C)C)c1nnc(SCC(N)=O)o1	7%	-4	u	-3%
CCC(C)(C)n1nnnc1C(C(C)C)N1CCSCC1 (stereo not drawn)	2%	5	25	7%
Cc1ccc(NC(=O)CN2CCC(C(=O)c3ccc4c(c3)OCCO4)CC2)cc1	12%	-1	13	-2%

(list continues)
SMILES	15-hLO-2 inh	IMPase inh	PNC inhibitor	ALOX12 inhib
Cc1ccc(N2CCN(c3cc(C)nc4c5c(C)cc(C)nc5nn34)CC2)cc1	-9%	6	18	-3%
CCCCOC(=O)Nc1ccc(S(=O)(=O)Nc2ccc([N+](=O)[O-])cc2)cc1	x	13	15	u
COc1ccc(NC(=O)CSc2ccc3c4c(cccc24)C(=O)c2ccccc2-3)cc1	16µM*	-4	48	0%
CC1CCN(CCCn2c(=S)[nH]c3ccc(N4CCOCC4)cc3c2=O)CC1	6%	1	-22	13%
O=C(CNS(=O)(=O)c1ccccc1Br)OCC(=O)N1CCc2ccccc21	6%	8	-1	-4%
O=C(c1cccc(F)c1)N1CCC2(CCCN(c3ccccc3)C2)CC1	-8%	x	x	-10%
Cc1ccc(-n2c(NN)nc3ccccc3c2=O)c(C)c1	x	x	u	0%
CCOC(=O)c1ccc(N2C(=O)c3n[nH]c(C)c3C2c2ccccn2)cc1 (stereo not drawn)	-4%	2	28	-2%
CC1=C(C(=O)OC(C)C)C(C2CC=CCC2)NC(=O)N1 (stereo not drawn)	1%	-7	u	0%
Cn1cnnc1SCc1ccc(C#N)cc1Cl	-5%	-2	u	-3%
CC1CCN(C(=O)C2c3ccccc3C(=O)N3CCc4ccccc4C23)CC1 (stereo not drawn)	3%	-1	1	-12%
O=C(c1cccs1)N1CCN(CCCc2ccccc2)CC1	-13%	-6	-18	-4%
O=C(NCCC1=CCCCC1)c1ccc2c(c1)N(Cc1ccccc1)C(=O)CS2	5%	12	-84*	2%
CCCCCn1c(N)c(-c2nc3ccccc3s2)c2c([N+](=O)[O-])nn(CC)c(=O)c21	-4%	1	5	-2%
O=C(c1n[nH]c2c1CCCC2)n1ccnc1	-4%	4	u	16%
CCOC(=O)c1cnc2ccc(OC)cc2c1NCCc1ccc(OC)c(OC)c1	x	4&-2	33	-1%
COc1ccc(CCNCc2csc3nc4ccccc4n23)cc1OC	18%	7	22	-3%
O=C(NCc1ccc2c(c1)OCO2)c1ccc(C2SCC(=O)N2Cc2ccco2)cc1 (stereo not drawn)	-16%	11	u	-22%
Fc1ccccc1COc1ccc(Br)cc1CNCc1ccncc1	48%[activator]	10	9	-6%
COC(=O)c1ccccc1NC(=O)CSc1nnc(-c2ccncc2)o1	4%	1	4	1%

Quoted from the listing:
Result of `COC(=O)c1ccccc1NC(=O)CSc1nnc(-c2ccncc2)o1` under IMPase inh: 1
Result of `CCCn1c(-c2ccc(F)cc2)nc2c(NCCCN(CC)CC)nc(C)nc21` under ALOX12 inhib: 6%
Result of `CCOC(=O)c1cnc2ccc(OC)cc2c1NCCc1ccc(OC)c(OC)c1` under IMPase inh: 4&-2
Result of `O=C(OCC(=O)N1CCN(c2ccccc2)CC1)c1ccc2ncsc2c1` under ALOX12 inhib: -5%

Next records:
SMILES	15-hLO-2 inh	IMPase inh	PNC inhibitor	ALOX12 inhib
O=C(CN1C(=O)COc2ccccc21)N1CCc2ccccc21	-1%	4	25	-3%
COc1ccc(-c2nn(-c3ccccc3)cc2/C=N/N=C(N)N)cc1OC	x	x	65	-2%
Cc1ccc(NS(=O)(=O)c2cccc(C(=O)N/N=C/c3ccc4c(c3)OCCO4)c2)c(C)c1	x	x	-28	6%
CC(C)Oc1ccc(CC2CCC(=O)N(C)C2=O)cc1 (stereo not drawn)	x	x	9	-1%
COc1cc(/C=C(/C#N)c2ccccc2)ccc1Oc1ccc([N+](=O)[O-])cn1	-12%[11.4 µM]	-4[1.84 µM]	-11	1%
O=C(COc1ccc(Br)cc1)Nc1ccncc1	4%	5	-16	2%
CC(=O)Nc1nc(=S)ss1	0%[2.29 µM]	0	22	-3%
Cc1ccc(C(=O)NCc2ccccn2)c(Cl)c1	1%	-5	11	-4%
O=c1nc(N2CCCCCC2)nc(N2CCCCCC2)[nH]1	-7%	1	-21	1%
Cc1cccc(Nc2ccccc2C(=O)O)c1C	-20%	8[20.6 µM]	73	-11%
COc1cc(/C=N/NS(=O)(=O)c2ccc3ccccc3c2)ccc1OCCN1CCOCC1	x	x	-4	0%
CCOc1cc(CNCCc2ccc(S(N)(=O)=O)cc2)ccc1OCC(=O)NC(C)(C)C	13%	12	-5	-6%
Nc1c(C(=O)NCc2ccco2)sc2nc(N3CCOCC3)c3c(c12)CCCC3	-30%	-26	-9	-18%
Cc1ccc(C(Sc2ccccc2)C(Cn2cncn2)C(=O)c2ccccc2)cc1 (stereo not drawn)	25%	10	-23	-5%
O=C(Nc1nnc(CCOCCOCCc2nnc(NC(=O)c3ccco3)s2)s1)c1ccco1	-13%	-4	-3	-3%
CCCCN(CCO)CCCC	-6%	x	x	-2%
O=C(Nc1ccc(Cl)cc1)N1CC=CCC1	7%	3	-28	1%
Cc1ccc(N(c2ncnc(N)c2[N+](=O)[O-])C2CCCCC2)cc1	-1%	10	u	-1%
Cc1nc2c(-c3ccccc3)c(C)nn2c(N)c1-c1ccccc1	x	12	8	-2%
CC(=O)Nc1ccc(C(=O)OCC(=O)c2ccc(F)cc2)cc1	x	x	-28	-2%
COc1ccccc1N(C)S(=O)(=O)c1ccc(C(=O)NCC(C)C)cc1	0%	2	8	-5%
COCC(=O)N(Cc1ccco1)c1nnc(C2CCOC2)s1 (stereo not drawn)	1%	4	u	6%
COc1ccc(OCc2nnc3n2N=C(c2ccc(Br)cc2)CS3)cc1	1%	-4	10	-5%

Sorted by value in IMPase inh (descending): four from the list above
| structure | IMPase inh |
| --- | --- |
| CCOc1cc(CNCCc2ccc(S(N)(=O)=O)cc2)ccc1OCC(=O)NC(C)(C)C | 12 |
| Cc1ccc(N(c2ncnc(N)c2[N+](=O)[O-])C2CCCCC2)cc1 | 10 |
| COc1ccccc1N(C)S(=O)(=O)c1ccc(C(=O)NCC(C)C)cc1 | 2 |
| COc1ccc(OCc2nnc3n2N=C(c2ccc(Br)cc2)CS3)cc1 | -4 |
